Screens (PubChem BioAssay)
Y pestis TopoI: inhibitors of Yersinia pestis topoisomerase I | activity, % at 10 µM | AID 504884 | actives 0.064% (n = 360,000) | Y. pestis Topo-I cleavage product accumulation, plate reader; in the data active = activity above about 50%, passing the limit was not always enough; inconclusive = no clear call, values can overlap the other calls; also: inactives centre near 2
PrPC TRFRET: cell surface PrPC inhibition, primary TR-FRET screen; inhibition, % at 13.8 µM; TR-FRET read-out; actives 0.43% (n = 370,000); in the data active = inhibition above about 24%; also: 0% = median of the test wells and 100% = reference compound wells
BH1578 lux ind: quorum light induction in luxS cqsA deficient V. cholerae; V. cholerae BH1578 lux reporter, luminescence, 6 h; activation, % at 18.7 µM; actives 0.16% (n = 350,000); AID 588436; in the data active = activation mostly above about 9.7%, no sharp cut-off; inconclusive = no clear call, values can overlap the other calls; inactive = mostly below about 3.7%; also: not every result past the cut was called active; inactives centre near 0; reference of the scale not given here
CCHF vOTU inh: blocks the CCHF virus ovarian tumor domain protease | CCHFV vOTU protease, Pep-AMC fluorescence | inhibition, % at 11.5 µM | actives 0.55% (n = 370,000) | AID 651958; in the data active = inhibition above about 30%; also: 0% = vehicle wells with enzyme and 100% = no enzyme wells
SARS 3CLpro inh: SARS-CoV 3CLpro protease inhibition. P0C6X7. recombinant SARS-CoV 3CLpro, quenched FRET peptide cleavage. inhibition, % at 6 µM. actives 0.14% (n = 290,000). AID 1706; in the data active = inhibition above about 12%
Rv3671c protease: inhibits the M. tuberculosis serine protease Rv3671c. P9WHR9. actives 0.048% (n = 320,000). inhibition, % at 5.96 µM; in the data active = inhibition above about 38%;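 also: extracellular domain of Rv3671c used as enzyme; 0% = enzyme with DMSO and 100% = no enzyme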
Target sequence (P9WHR9 whole entry, looked up, the tested form may be a part): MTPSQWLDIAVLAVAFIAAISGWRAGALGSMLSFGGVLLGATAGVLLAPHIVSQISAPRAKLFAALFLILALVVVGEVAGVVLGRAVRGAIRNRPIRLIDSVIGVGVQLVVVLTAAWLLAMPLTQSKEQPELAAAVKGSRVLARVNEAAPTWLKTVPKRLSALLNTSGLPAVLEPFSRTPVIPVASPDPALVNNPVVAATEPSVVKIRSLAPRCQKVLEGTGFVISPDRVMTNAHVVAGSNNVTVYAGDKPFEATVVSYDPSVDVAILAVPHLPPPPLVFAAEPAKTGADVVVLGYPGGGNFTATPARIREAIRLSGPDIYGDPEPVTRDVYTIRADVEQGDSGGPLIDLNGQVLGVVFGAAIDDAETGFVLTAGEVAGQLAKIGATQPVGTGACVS
MazEF act: activators of E. coli MazEF toxin-antitoxin RNase; P0AE70; FAM/BHQ RNA-DNA oligo cleavage fluorescence, 5 h; activation, % at 20 µM; actives 0.32% (n = 350,000); in the data active = activation above about 50%
Target sequence (P0AE70 whole entry, looked up): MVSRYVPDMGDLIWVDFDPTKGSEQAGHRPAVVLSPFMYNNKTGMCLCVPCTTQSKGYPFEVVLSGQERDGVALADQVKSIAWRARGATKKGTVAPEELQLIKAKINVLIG
TcdB GH inh: TcdB glycohydrolase inhibition. TcdB glycohydrolase enzymatic assay, plate reader. inhibition, % at 9.99 µM. P18177. actives 0.24% (n = 350,000); in the data active = inhibition above about 10%
VHR inh abs: inhibitors of human VHR1 phosphatase (DUSP3); P51452; recombinant VHR phosphatase, pNPP absorbance; inhibition, % at 13.3 µM; actives 0.52% (n = 290,000); in the data active = inhibition above about 50%; also: some compounds called inactive have numbers as strong as hits
Target sequence (P51452 whole entry, looked up): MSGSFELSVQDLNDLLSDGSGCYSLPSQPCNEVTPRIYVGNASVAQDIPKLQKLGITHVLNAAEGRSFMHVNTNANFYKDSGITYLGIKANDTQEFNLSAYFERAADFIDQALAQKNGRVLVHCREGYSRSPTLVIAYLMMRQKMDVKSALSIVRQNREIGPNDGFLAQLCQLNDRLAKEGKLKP
PriA SSB inh: K. pneumoniae PriA-SSBct interaction inhibition | AID 1272365 | actives 0.6% (n = 430,000) | AlphaScreen SSBct-PriA binding, biotinylated peptide | inhibition, % at 33 µM; in the data active = inhibition mostly above about 37%, no sharp cut-off; inactive = mostly below about 20%;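 also: plate controls were negative control peptide for no effect and reference peptide for full effect; strong numbers were not always called active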
Starred values were filed as active, the others as inactive; & = joins results of further samples.

Nc1ccnn1Cc1ccc(Br)s1 was read as Y pestis TopoI -3, PrPC TRFRET 2, BH1578 lux ind inactive, CCHF vOTU inh -25, SARS 3CLpro inh 4, Rv3671c protease 8, MazEF act 9, VHR inh abs 32 and PriA SSB inh -9.
`CCN(CC(=O)NCc1cccs1)C(=O)c1cc(S(=O)(=O)N2CCOCC2)ccc1C` gave Y pestis TopoI -10, PrPC TRFRET -2, BH1578 lux ind -0.8, CCHF vOTU inh 2, SARS 3CLpro inh -3, Rv3671c protease 6, MazEF act 2, VHR inh abs 17 and PriA SSB inh -10.
Screening CCOC(=O)C1CN(S(=O)(=O)c2ccc(C)cc2)CCN1S(=O)(=O)c1ccc(C)cc1 (configuration not stated) returned Y pestis TopoI -9, PrPC TRFRET 2, BH1578 lux ind -0.3, CCHF vOTU inh 4, SARS 3CLpro inh -2, Rv3671c protease -9, MazEF act 0, TcdB GH inh 0.2, VHR inh abs -4 and PriA SSB inh -20.
CN1/C(=C/c2cccc[n+]2C)Sc2ccccc21 was read as Y pestis TopoI -7, PrPC TRFRET -4, BH1578 lux ind -0.3, CCHF vOTU inh -7, SARS 3CLpro inh 3, Rv3671c protease -2, MazEF act -5, TcdB GH inh -0.2, VHR inh abs -8 and PriA SSB inh 1.
`Cc1nc2ccccc2nc1OCC(=O)Nc1ccc2ccccc2c1` gave Y pestis TopoI 2, PrPC TRFRET -1, BH1578 lux ind -0.1, CCHF vOTU inh -18, SARS 3CLpro inh -1, Rv3671c protease 0, MazEF act -4, VHR inh abs 0 and PriA SSB inh -6.
Screening Cc1cc(C)nc(Sc2c(F)c(F)c(C(F)(F)F)c(F)c2F)n1 returned Y pestis TopoI 4, PrPC TRFRET -2, BH1578 lux ind -0.5, CCHF vOTU inh 2, SARS 3CLpro inh 0, Rv3671c protease -3, MazEF act 0, VHR inh abs -2 and PriA SSB inh -5.
O=C(COC(=O)c1ccccc1NC(=O)c1ccco1)Nc1ccc2c(c1)OC(F)(F)O2 was read as Y pestis TopoI -3, PrPC TRFRET 1, BH1578 lux ind -1.3, CCHF vOTU inh -4, SARS 3CLpro inh -2, Rv3671c protease -2, MazEF act 4, VHR inh abs -4 and PriA SSB inh -10.
C=C(C)Cn1c(N2CCC(Cc3ccccc3)CC2)nc2c1c(=O)[nH]c(=O)n2C was read as Y pestis TopoI 45, PrPC TRFRET 2, BH1578 lux ind -0.7, CCHF vOTU inh 8, SARS 3CLpro inh 4, Rv3671c protease 9, MazEF act 12, VHR inh abs 31 and PriA SSB inh -1.
CCOc1ccc(-n2c(-c3ccc(Cl)cc3)c[n+]3c2SCC3)cc1 was read as Y pestis TopoI 4, PrPC TRFRET 1, BH1578 lux ind inactive, CCHF vOTU inh -11, SARS 3CLpro inh -1, Rv3671c protease 8, MazEF act 6, TcdB GH inh 0.7, VHR inh abs 17 and PriA SSB inh -1.
CC(=O)Nc1ccc(C=C2C(=O)NC(=O)NC2=O)cc1 was read as Y pestis TopoI 26, PrPC TRFRET 5, BH1578 lux ind 1.9, CCHF vOTU inh 13, MazEF act -17 and TcdB GH inh -0.4.
NC(=S)n1[nH]c(-c2ccc([N+](=O)[O-])cc2)c(N=Nc2cccc([N+](=O)[O-])c2)c1=O was read as Y pestis TopoI 3, PrPC TRFRET -10, BH1578 lux ind -0.8, CCHF vOTU inh 2, SARS 3CLpro inh -3, MazEF act -5, TcdB GH inh 1.8, VHR inh abs 81* and PriA SSB inh 19.
`COC(=O)c1ccccc1OCCCCN1CC(C)OC(C)C1` (configuration not stated) gave Y pestis TopoI -2, PrPC TRFRET -7, BH1578 lux ind inactive, CCHF vOTU inh -8, SARS 3CLpro inh 3, Rv3671c protease -7, MazEF act -2, VHR inh abs 2 and PriA SSB inh -15.
COCCn1nnnc1C(c1cccs1)N1CCN(c2cccc(C(F)(F)F)c2)CC1 (configuration not stated) was read as Y pestis TopoI 4, PrPC TRFRET -4, BH1578 lux ind -0.4, CCHF vOTU inh 13, SARS 3CLpro inh -2, Rv3671c protease 4, MazEF act -2, TcdB GH inh 1.6, VHR inh abs 5 and PriA SSB inh -15.
Screening COc1ccccc1CNC(=O)CC1C(=O)NCCN1C1Cc2ccccc2C1 (configuration not stated) returned Y pestis TopoI 4, PrPC TRFRET -6, BH1578 lux ind 2.7, CCHF vOTU inh 9, SARS 3CLpro inh -2, Rv3671c protease -9, MazEF act 5, TcdB GH inh 1.0, VHR inh abs -14 and PriA SSB inh 10.
`C/C(Cc1ccccc1)=N\NC(=O)CNC(=O)c1ccc(Br)cc1` gave Y pestis TopoI -5, PrPC TRFRET -1, BH1578 lux ind -0.1, CCHF vOTU inh 6, SARS 3CLpro inh 2, Rv3671c protease 14, MazEF act 0, TcdB GH inh 0.6 and VHR inh abs -10.
Screening CC1CCN(S(=O)(=O)c2ccc(NC(=O)C3CC(=O)N(c4ccccc4)C3)cc2)CC1 (configuration not stated) returned Y pestis TopoI 71*, PrPC TRFRET 0, BH1578 lux ind 0.8, CCHF vOTU inh 6, SARS 3CLpro inh 7, Rv3671c protease -3, MazEF act -3, TcdB GH inh -1.4, VHR inh abs 8 and PriA SSB inh -9.
For COc1cccc(Nc2nn3c(=O)c4ccccc4nc3s2)c1 the results were Y pestis TopoI 3, BH1578 lux ind inactive, Rv3671c protease -20, MazEF act 11 and PriA SSB inh 3.
Screening O=S(=O)(NCCc1ccccc1)c1cccs1 returned Y pestis TopoI -1, PrPC TRFRET -6, BH1578 lux ind -0.3, CCHF vOTU inh 15, SARS 3CLpro inh -8, Rv3671c protease -7, MazEF act -1, TcdB GH inh -1.1, VHR inh abs 30 and PriA SSB inh -4.
`CCCCNC(=O)C(=O)c1ccccc1NC(C)=O` gave Y pestis TopoI 3, PrPC TRFRET -3, CCHF vOTU inh -13, SARS 3CLpro inh 0, Rv3671c protease 4, MazEF act -2, VHR inh abs 13 and PriA SSB inh -2.
COc1cc(C2C(C(=O)c3ccc(C)o3)=C(O)C(=O)N2CCN2CCOCC2)ccc1OCCC(C)C (configuration not stated) was read as Y pestis TopoI 19, PrPC TRFRET 7, BH1578 lux ind -0.2, CCHF vOTU inh 1, SARS 3CLpro inh -5, MazEF act 1, TcdB GH inh 0.4, VHR inh abs 25 and PriA SSB inh 11.

A draw from above in order of molar mass, rising:
CC(=O)Nc1ccc(C=C2C(=O)NC(=O)NC2=O)cc1 was read as Y pestis TopoI 26, PrPC TRFRET 5, BH1578 lux ind 1.9, CCHF vOTU inh 13, MazEF act -17 and TcdB GH inh -0.4.
`Cc1nc2ccccc2nc1OCC(=O)Nc1ccc2ccccc2c1` gave Y pestis TopoI 2, PrPC TRFRET -1, BH1578 lux ind -0.1, CCHF vOTU inh -18, SARS 3CLpro inh -1, Rv3671c protease 0, MazEF act -4, VHR inh abs 0 and PriA SSB inh -6.
NC(=S)n1[nH]c(-c2ccc([N+](=O)[O-])cc2)c(N=Nc2cccc([N+](=O)[O-])c2)c1=O was read as Y pestis TopoI 3, PrPC TRFRET -10, BH1578 lux ind -0.8, CCHF vOTU inh 2, SARS 3CLpro inh -3, MazEF act -5, TcdB GH inh 1.8, VHR inh abs 81* and PriA SSB inh 19.
O=C(COC(=O)c1ccccc1NC(=O)c1ccco1)Nc1ccc2c(c1)OC(F)(F)O2 was read as Y pestis TopoI -3, PrPC TRFRET 1, BH1578 lux ind -1.3, CCHF vOTU inh -4, SARS 3CLpro inh -2, Rv3671c protease -2, MazEF act 4, VHR inh abs -4 and PriA SSB inh -10.
Screening CCOC(=O)C1CN(S(=O)(=O)c2ccc(C)cc2)CCN1S(=O)(=O)c1ccc(C)cc1 (configuration not stated) returned Y pestis TopoI -9, PrPC TRFRET 2, BH1578 lux ind -0.3, CCHF vOTU inh 4, SARS 3CLpro inh -2, Rv3671c protease -9, MazEF act 0, TcdB GH inh 0.2, VHR inh abs -4 and PriA SSB inh -20.

Continued.
Screening COc1ccc(-c2cc(C(F)(F)F)nc(SCC(=O)NCc3cnn(C)c3C)n2)cc1OC returned Y pestis TopoI -6, PrPC TRFRET -4, BH1578 lux ind -0.6, CCHF vOTU inh 10, SARS 3CLpro inh 3, Rv3671c protease -2, MazEF act 0, VHR inh abs 1 and PriA SSB inh -4.
Screening CCCCN(Cc1nc2ccccc2c(=O)[nH]1)C(=O)COc1ccc(F)cc1Cl returned Y pestis TopoI 1, PrPC TRFRET -7, BH1578 lux ind inactive, CCHF vOTU inh -4, Rv3671c protease -9, MazEF act -1, TcdB GH inh 1.2 and PriA SSB inh -4.
For O=C(NCC1CCCCC1)c1ccc(Br)o1 the results were Y pestis TopoI 16, PrPC TRFRET -2, BH1578 lux ind inactive, CCHF vOTU inh -1, SARS 3CLpro inh 2, Rv3671c protease 7, MazEF act 6, TcdB GH inh 0.8, VHR inh abs 25 and PriA SSB inh 8.
`COc1cccc(N2CCN(CC(=O)c3c(C)[nH]c4ccccc34)CC2)c1` gave Y pestis TopoI 2, BH1578 lux ind -0.3, SARS 3CLpro inh 3, Rv3671c protease -4, MazEF act 6, TcdB GH inh 1.4, VHR inh abs 37 and PriA SSB inh 2.
O=[N+]([O-])c1cc(S(=O)(=O)N2CCCC2)ccc1NN=C1CCCCC1 was read as Y pestis TopoI -1, PrPC TRFRET -4, BH1578 lux ind -0.7, CCHF vOTU inh 9, SARS 3CLpro inh -3, Rv3671c protease -2, MazEF act 10, TcdB GH inh -0.2, VHR inh abs 3 and PriA SSB inh -10.
`CCOc1ccccc1C(C(=O)NC1CCCCC1)N(C(=O)c1csnn1)C1CC1` (configuration not stated) gave Y pestis TopoI -1, PrPC TRFRET 4, BH1578 lux ind -0.4, CCHF vOTU inh 11, SARS 3CLpro inh -2, Rv3671c protease -7, MazEF act 7, TcdB GH inh -1.8, VHR inh abs 15 and PriA SSB inh 0.
COc1cc(-c2cc(-c3ccccc3)nc(SCC(=O)Nc3nccs3)c2C#N)cc(OC)c1OC was read as Y pestis TopoI 2, PrPC TRFRET -5, BH1578 lux ind -2.8, CCHF vOTU inh 15, SARS 3CLpro inh -2, Rv3671c protease 3, MazEF act -71, VHR inh abs 32 and PriA SSB inh -9.
Screening COC(=O)c1ccc(NC(=S)N2CCN(Cc3ccc(Cl)cc3)CC2)cc1 returned Y pestis TopoI 4, PrPC TRFRET 10, BH1578 lux ind 0.8, CCHF vOTU inh 3, SARS 3CLpro inh 0, Rv3671c protease 4, MazEF act 6, VHR inh abs 9 and PriA SSB inh 5.
Screening COc1ccc(N2CC(C(=O)Nc3ccc4c(c3)OCO4)CC2=O)cc1 (configuration not stated) returned Y pestis TopoI -1, PrPC TRFRET 6, BH1578 lux ind inactive, CCHF vOTU inh -11, SARS 3CLpro inh 3, Rv3671c protease -3, MazEF act -4, VHR inh abs -2 and PriA SSB inh 2.
`C[C@@H]1CN([C@H](C)CO)C(=O)c2cc(/C=C/c3ccccc3)cnc2O[C@H]1CN(C)C(=O)NC1CCCCC1` gave Y pestis TopoI 12, PrPC TRFRET -13, BH1578 lux ind inactive, CCHF vOTU inh -32, MazEF act 5 and TcdB GH inh 1.4&-1.1&-2.2.
COc1cccc(C(=O)Nc2nc3ccccc3s2)c1 was read as Y pestis TopoI -6, PrPC TRFRET -2, BH1578 lux ind 0.8, CCHF vOTU inh 3, SARS 3CLpro inh 5, Rv3671c protease -7, MazEF act -27, TcdB GH inh -0.1, VHR inh abs 34 and PriA SSB inh -12.
`OC(COc1ccccc1)CSc1ncn[nH]1` (configuration not stated) gave Y pestis TopoI 3, PrPC TRFRET 0, BH1578 lux ind -0.4, CCHF vOTU inh -14, SARS 3CLpro inh 7, Rv3671c protease -3, MazEF act 3, VHR inh abs -2 and PriA SSB inh 4.
`CCCOP(=O)(OCCC)C1(Nc2ccc(C)cc2)CCCCC1` gave Y pestis TopoI inconclusive, PrPC TRFRET 3, BH1578 lux ind inactive, CCHF vOTU inh 14, SARS 3CLpro inh 6, Rv3671c protease 10, MazEF act -1, VHR inh abs 32 and PriA SSB inh -7.

A portion of the library; the hit share may differ from the screen's.
